M. tuberculosis = growth inhibition of non-replicating M. tuberculosis (AID 488890). Mycobacterium tuberculosis non-replicating, growth inhibition; higher % means a stronger effect. inhibition, % at 25 µM, or IC50 in µM where a hit was titrated. 320,000 compounds, 0.39% hits; in the data active = a potency from the dose series; inconclusive = inhibition mostly from about 82% at the one dose, without a potency; inactive = the rest, 99 in 100 with inhibition below about 76%;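 also: plate controls were DMSO cells for no effect and high antibiotic wells for full effect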
M. tuberculosis HTS = M. tuberculosis growth inhibition, HTS (AID 449762); M. tuberculosis H37Rv growth inhibition, 7H9 media; higher % means a stronger effect; one-dose inhibition, % at 25 µM; IC50 in µM for titrated hits; 330,000 compounds, 0.59% hits; in the data active = a potency from the dose series; inconclusive = inhibition above about 70% without an active follow-up result;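 also: bacterial growth assessed after seven days of incubation; strong numbers were not always called active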
influenza NS1A = H1N1 influenza NS1A inhibitors, functional cell based assay (AID 504329). NS1A functional cell-based assay, percent inhibition; higher % means a stronger effect. one-dose inhibition, % at 12.5 µM; IC50 in µM for titrated hits. 340,000 compounds, 0.3% hits; in the data active = a potency from the dose series; inconclusive = inhibition above about 27% without an active follow-up result; also: strong numbers were not always called active
inhibitors of VEEV = inhibitors of VEEV TC-83 cytopathic effect, confirmation, Vero cells (AID 588727); inhibition, % at 20 µM, or IC50 in µM where a hit was titrated; Vero cells, VEEV TC-83 cytopathic effect inhibition; higher % means a stronger effect; 350,000 compounds, 0.13% hits; in the data active = a potency from the dose series; inconclusive = inhibition mostly from about 14% at the one dose, without a potency; inactive = the rest, 99 in 100 with inhibition below about 12%; also: strong numbers were not always called active
PhoP GFP inhibition = PhoP regulon inhibitors, Salmonella typhi PhoP promoter GFP reporter, confirmatory (AID 1850); Salmonella Typhi PhoP-promoter GFP reporter, fluorescence, 4 h; higher % means a stronger effect; 310,000 compounds, 0.33% hits; inhibition, % at 50 µM; hits with a dose series show IC50 in µM; in the data active = a potency from the dose series; inconclusive = inhibition mostly from about 25% at the one dose, without a potency; inactive = the rest, 99 in 100 with inhibition below about 19%;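 also: 0% = induced wells with vehicle and 100% = uninduced wells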
An asterisk follows results filed as active; i = inactive; ? = inconclusive; · = not tested or not shown.

SMILES,PhoP GFP inhibition,influenza NS1A,M. tuberculosis,inhibitors of VEEV,M. tuberculosis HTS
Cc1ccccc1N(C)S(=O)(=O)c1nnc(NC(=O)c2ccco2)s1,0%,4%,20%,1.3%,-5%
CCOc1ncccc1C(=O)OCC(=O)Nc1ccc(S(=O)(=O)N2CCOCC2)cc1,-8%,2%,-17%,i,4%
COCCNC(=O)CCCn1c(=O)c2cc(OC)c(OC)cc2n(CC(=O)c2ccccc2)c1=O,3%,-12%,-1%,0.7%,8%
O=C(O)/C=C/C(=O)Nc1cccc(C(F)(F)F)c1,-6%,4%,-2%,0.7%,-5%
C=CCN(Cc1ccc(OC)c(OC)c1)C(=O)N1CCOCC1,-5%,-10%,-15%,0.4%,0%
Cc1nn(-c2ccccc2)c(C)c1NC(=O)COc1ccc(F)cc1Cl,14%,-6%,12%,7.1%,5%
O=C(COC(=O)c1cccs1)Nc1ccc(S(=O)(=O)N2CCOCC2)cc1,-1%,-2%,34%,i,1%
C/C(=N\OC(=O)Nc1ccc(Cl)cc1)c1ncc(C(F)(F)F)cc1N1CCOCC1,-1%,-1%,-6%,i,-4%
COC(=O)c1ccc[n+](CC(=O)Nc2ccc(OC(F)F)cc2)c1,-1%,5%,-4%,2.5%,-1%
CCOc1ccc(S(=O)(=O)N(CC(N)=O)c2ccc(C)cc2)cc1,-6%,13%,0%,i,-4%
O=C(NCCCc1ccccc1)C1CCC(=O)N(CCc2ccc(Cl)cc2)C1 (stereo unspecified),-4%,6%,34%,1.7%,1%
CC1CCN(C(=O)C(Cc2ccccc2)n2cccc2)CC1 (stereo unspecified),-2%,0%,11%,i,1%
COc1ccc(S(=O)(=O)NCC(=O)N(CC(=O)NCC2CCCO2)Cc2ccc(F)cc2)cc1 (stereo unspecified),-26%,-8%,-6%,i,1%
COCC(=O)Nc1nnc(CCc2ccccc2)s1,0%,2%,9%,1.4%,-4%
Cc1cc(Cl)ccc1OC(C)C(=O)Nc1ccc(S(=O)(=O)Nc2cnc3ccccc3n2)cc1 (stereo unspecified),2%,-6%,19%,5.8%,-1%
O=C(COC(=O)c1cccs1)Nc1cccc(S(=O)(=O)N2CCOCC2)c1,-9%,6%,-10%,0.1%,1%
COc1cccc(-c2c(C(=O)N/N=C(\C)COc3ccccc3)nnn2-c2nonc2N)c1,6%,1%,10%,2.7%,17%
CN(Cc1ccccc1)c1nc2c(c(=O)n(C)c(=O)n2C)n1CCCc1ccccc1,-11%,1%,6%,5.2%,-2%
CC(NC(=O)CN(C)Cc1cccs1)c1ccccc1 (stereo unspecified),-5%,7%,51%,0.3%,4%
Cc1[nH]c(=O)[nH]c(=O)c1S(=O)(=O)N1CCCC(C(=O)N2CCN(c3ccccc3Cl)CC2)C1 (stereo unspecified),-8%,-1%,27%,0.9%,-2%
Cc1ccc(C(=O)NCCS(=O)(=O)N2CCN(c3ccccc3F)CC2)cc1[N+](=O)[O-],2%,-4%,17%,i,-2%
COc1ccc(-n2c(COc3cccc(C)c3)nnc2SCC(=O)O)cc1,-7%,-29%,11%,i,12%
O=C1NC(=O)C(=Cc2ccc(Cl)c(Cl)c2)S1,·,-28%,·,5.2%,·
O=C(N/N=C/c1cc(Cl)ccc1O)c1cccnc1,38µM*,5.8µM*,-13%,9.9%,0%
O=C(NC1CCCCC1)c1sc(=S)n2c1[nH]c(=O)c1ccccc12,-10%,7%,?,1.3%,-2%

Molecules from the list above containing a CF3 group, in the order listed:
SMILES,PhoP GFP inhibition,influenza NS1A,M. tuberculosis,inhibitors of VEEV,M. tuberculosis HTS
O=C(O)/C=C/C(=O)Nc1cccc(C(F)(F)F)c1,-6%,4%,-2%,0.7%,-5%
C/C(=N\OC(=O)Nc1ccc(Cl)cc1)c1ncc(C(F)(F)F)cc1N1CCOCC1,-1%,-1%,-6%,i,-4%

The listing continues:
SMILES,PhoP GFP inhibition,influenza NS1A,M. tuberculosis,inhibitors of VEEV,M. tuberculosis HTS
COc1ccc(C(O)P(=O)(OCCC(C)C)c2ccc(N(C)C)cc2)cc1OC (stereo unspecified),9%,-3%,0%,0.2%,3%
CC(NC(=O)c1cccc(S(=O)(=O)N2CCN(C)CC2)c1)c1ccc(Cl)cc1Cl (stereo unspecified),-2%,-3%,26%,1.7%,?
Cc1cc(=O)n(Cc2ccccc2)c(O)c1C#N,-11%,-2%,18%,1.7%,-33%
CCOc1ccccc1NC(=O)c1oc2ccccc2c1NC(=O)C1CC1,-2%,-6%,7%,3.1%,10%
COCCCNC(=S)NNC(=O)c1ccccc1Br,-1%,1%,-8%,1.8%,-3%
NC(=O)C1=C[C@@H](c2ccc(Br)cc2)C[C@@H](OCc2ccc(CO)cc2)O1,-1%,-6%,24%,0.9%,26%
CCc1cc(OCCN2C(=O)NC(C)(C)C2=O)ccc1Cl,-4%,-7%,-4%,i,-4%
COCCCNC(=S)N1CCC(C(=O)c2ccc(Cl)cc2)CC1,-4%,-4%,3%,i,3%
Cc1c(C)c2ccc(OCC(=O)N[C@@H](Cc3c[nH]c4ccccc34)C(=O)O)cc2oc1=O,12%,10%,5%,0.6%,-3%
CCOC(=O)C1CCCN(C(=O)CS(=O)(=O)Cc2ccccc2)C1 (stereo unspecified),2%,-1%,-6%,4.3%,5%
Cc1nc(SCC(=O)c2cccs2)c2oc3ccccc3c2n1,6%,-4%,6%,0.9%,1%
COc1ccc(COC(=O)c2ccc(C)c(S(=O)(=O)N3CCOCC3)c2)cc1F,-2%,-3%,-2%,8.3%,-5%
CCO[C@H]1OC(C(N)=O)=C[C@@H](C)[C@@H]1CCCO,4%,0%,-3%,0.5%,-3%
CC1=C(C(=O)OC2CCCCCCC2)C(c2ccc(O)cc2)NC(=O)N1 (stereo unspecified),-5%,3%,40%,0.7%,17%
CN(C)c1ccc(/C=C2\SC(=O)N(CC(O)Cn3c4ccccc4c4ccccc43)C2=O)cc1 (stereo unspecified),-12%,-1%,11%,i,10%
O=C(Cn1c(CCCO)nc2ccccc21)Nc1ccccc1-c1ccccc1,8%,-10%,0%,1.0%,2%
Cc1ccc(OCCn2cc(C(=O)O)c3ccccc32)cc1,5%,-1%,34%,2.3%,32%
COc1ccc2[nH]c3c(=O)n(Cc4ccc(C(=O)N5CCCCCC5)cc4)c(=S)[nH]c3c2c1,-7%,5%,0%,0.8%,11%
COc1cc(CNc2ccc3[nH]c(=O)[nH]c3c2)ccc1OCc1cccc(C)c1,3%,3%,0%,1.6%,6%
COC(=O)c1c(C(C)=O)cnc2ccc(Br)cc12,-8%,5%,6%,0.4%,9%
Cc1cc(Cl)ccc1OCC(=O)N(Cc1ccco1)c1c(N)n(Cc2ccccc2)c(=O)[nH]c1=O,·,5%,·,8.4%,·
COc1cc(/C=C(\C#N)C(=O)Nc2cc(C(F)(F)F)ccc2Cl)ccc1OCC(=O)Nc1cccc(C(F)(F)F)c1,-3%,9%,14%,0.2%,5%
COc1ccc(C2C(C(N)=O)=C(C)Nc3ncnn32)cc1 (stereo unspecified),-2%,2%,-6%,2.2%,-1%
COc1cccc(-n2cc(CNCc3cn(C)nc3-c3ccccc3F)cn2)c1,-2%,3%,10%,0.2%,-9%
Clc1ccc(OCc2nnc3n2N=C(c2ccc4c(c2)OCCO4)CS3)c(Cl)c1,-11%,1%,-2%,2.2%,-8%

Of the compounds above, 3 have bromine.
SMILES,PhoP GFP inhibition,influenza NS1A,M. tuberculosis,inhibitors of VEEV,M. tuberculosis HTS
COCCCNC(=S)NNC(=O)c1ccccc1Br,-1%,1%,-8%,1.8%,-3%
NC(=O)C1=C[C@@H](c2ccc(Br)cc2)C[C@@H](OCc2ccc(CO)cc2)O1,-1%,-6%,24%,0.9%,26%
COC(=O)c1c(C(C)=O)cnc2ccc(Br)cc12,-8%,5%,6%,0.4%,9%

Other structures follow:
SMILES,PhoP GFP inhibition,influenza NS1A,M. tuberculosis,inhibitors of VEEV,M. tuberculosis HTS
c1ccc(C(c2nnnn2C2CCCC2)N2CCN(c3nc4ccccc4s3)CC2)cc1 (stereo unspecified),6%,14%,43%,3.0%,10%
Cc1ccc(C)c(S(=O)(=O)Nc2ccc(C(=O)NCC(c3ccco3)N(C)C)cc2)c1 (stereo unspecified),3%,-2%,7%,0.2%,-4%
COC(=O)c1cccc(NC(=S)Nc2cc(Cl)ccc2OC)c1,8%,2%,?,1.7%,5%
COc1cccc(-c2csc(N3CCN(C(=S)Nc4cccc(C)c4)CC3)n2)c1,3%,6%,23%,2.9%,7%
Oc1ccc(/C=N/N=C/c2ccc(O)cc2)cc1,-11%,2%,14%,8.0%,10%
O=C1NC(=O)C(c2ccc(Cl)cc2)N1 (stereo unspecified),-3%,16%,1%,1.3%,3%
CC(=O)NC(Cc1cc(C)ccc1C)C(=O)N1CCN(C(=O)c2ccc(Br)cc2)CC1 (stereo unspecified),-1%,-3%,20%,2.0%,6%
COc1cccc(NC(=O)CN2C(=O)NC(Cc3c[nH]c4ccccc34)C2=O)c1 (stereo unspecified),·,6%,2%,4.2%,0%
OC(CN1CCOCC1)CN1CCOCC1,6%,-5%,-4%,1.4%,-2%
COC(=O)C1CSC(c2ccc(Cl)cc2)N1C(=O)c1ccccc1 (stereo unspecified),-2%,-9%,22%,1.0%,4%
CC(C)C[C@@]12C(=O)N(c3cccc(F)c3)C(=O)N1[C@H](c1ccc(Cl)cc1)[C@@H]1C(=O)N(C3CCCCC3)C(=O)[C@@H]12,-2%,0%,44%,i,-1%
Cc1ccc(C)c(S(=O)(=O)N2CCN(C(=O)c3cncc(Br)c3)CC2)c1,16%,-2%,-2%,3.0%,3%
CCCN(Cc1ccccc1)C(=O)Nc1ccc2c(c1)nnn2C,17%,1%,5%,1.5%,21%
CSc1ccccc1-c1nnc(-c2ccc(Cl)cc2)o1,3%,-1%,?,8.1%,8%
O=C(O/N=C/c1ccc(Br)cc1)c1ccc(F)cc1,16%,5%,31%,i,17%
COc1ccc(OC)c(-n2nnnc2SCC(=O)Nc2ccccc2OC)c1,5%,-1%,8%,5.9%,-2%
O=C(O)CC(SCC(=O)NC1CCCc2ccccc21)C(=O)O (stereo unspecified),-7%,0%,-15%,0.5%,-16%
COc1ccc(C)cc1NCc1cccc(OC)c1OC,-6%,-2%,12%,2.0%,-2%
Cc1ccc(N2C(=O)C3C4C=CC(CC4)C3C2=O)c([N+](=O)[O-])c1 (stereo unspecified),0%,-1%,10%,1.0%,0%
CC(Cc1cccnc1)NC(=O)c1cc(COc2ccc(F)cc2Cl)on1 (stereo unspecified),-8%,-2%,·,8.7%,12%
Cc1ccc(-c2nc(NC(=O)CSc3nnc4scc(-c5ccccc5)n34)ns2)cc1,2%,0%,-1%,3.9%,-7%
O=C(N=C1SC2CS(=O)(=O)CC2N1Cc1ccccc1Cl)C1CCCO1 (stereo unspecified),-2%,6%,-2%,i,-3%
CCSc1nc(C2CC2)cc(-c2ccco2)c1C#N,-12%,-4%,11%,3.7%,3%
CCn1c(SCC(=O)Nc2cc(C)on2)nnc1-c1ccc(S(=O)(=O)N2CCN(C)CC2)cc1,-10%,1%,-3%,0.3%,-12%
CCC(CN(C)C)Oc1cc(NCc2ccccc2)c2ncn(C(C)C)c2c1 (stereo unspecified),·,11%,30%,0.8%,4%
COc1ccc(C(C)(C)C)cc1NC(=O)CN1C(=O)C(=O)N(Cc2ccco2)C1=O,·,-6%,16%,0.5%,-3%
CN1CCN(CCCNC(=O)c2ccc(CSCc3cccc(Cl)c3)o2)CC1,0%,·,29%,·,5%
COC(=O)c1sccc1NC(=O)CC1C(=O)NCCN1C(=O)c1ccc(N(C)C)cc1 (stereo unspecified),0%,-17%,-2%,5.4%,-2%
